ANO1 block: blocks the mouse calcium-activated chloride channel TMEM16A | Q8BHY3 | HEK293 TMEM16A/YFP iodide influx fluorescence, ionomycin | normalized B-score (activity score, 25-100; higher = stronger inhibition) at 10 µM | hit rate 1.2% among 310,000 | AID 588511;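 active = ratio plate-corrected score three or more library SD toward inhibition, starting fluorescence score within five deviations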;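 also: score derived from kinetic fluorescence span divided by baseline fluorescence per well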
TRPC6 inhibitor: blocks the mouse TRPC6 cation channel | B-score at 10 µM | HEK293-TRPC6, membrane potential dye, ACh-evoked depolarization; active compounds read low | Q61143 | hit rate 1.1% among 310,000 | AID 2553;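 active = B-score under library mean minus 3 SD, initial fluorescence not abnormally high, positive integrated signal ratio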;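 also: B-score derived from integrated fluorescence ratio over the kinetic read; more negative B-score means stronger inhibition of depolarization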
MrgX1 allo act: allosterically activates human MrgX1 receptor signaling; Q96LB2; hit rate 0.63% among 310,000; MrgX1-HEK293, Fluo-4 calcium flux, FDSS; active compounds read high; B-score at 10 µM;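 active = plate-corrected calcium response at least 3 library SD above typical, normal starting fluorescence, not activating the receptor alone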;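 also: compound read alongside a low EC10 to EC30 dose of BAM8-22 agonist; peak minus trough fluorescence over baseline measured at the second addition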
TRPC4 inh: blocks the mouse TRPC4 cation channel; HEK293 TRPC4beta/mu-opioid, DAMGO-evoked Fluo4 calcium flux; active compounds read low; B-score at 10 µM; hit rate 0.39% among 300,000; AID 2247;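 active = B-score over 3 SD under the library average, no early fluorescence shift, positive overall ratio signal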
Target sequence (Q9QUQ5 whole entry, looked up): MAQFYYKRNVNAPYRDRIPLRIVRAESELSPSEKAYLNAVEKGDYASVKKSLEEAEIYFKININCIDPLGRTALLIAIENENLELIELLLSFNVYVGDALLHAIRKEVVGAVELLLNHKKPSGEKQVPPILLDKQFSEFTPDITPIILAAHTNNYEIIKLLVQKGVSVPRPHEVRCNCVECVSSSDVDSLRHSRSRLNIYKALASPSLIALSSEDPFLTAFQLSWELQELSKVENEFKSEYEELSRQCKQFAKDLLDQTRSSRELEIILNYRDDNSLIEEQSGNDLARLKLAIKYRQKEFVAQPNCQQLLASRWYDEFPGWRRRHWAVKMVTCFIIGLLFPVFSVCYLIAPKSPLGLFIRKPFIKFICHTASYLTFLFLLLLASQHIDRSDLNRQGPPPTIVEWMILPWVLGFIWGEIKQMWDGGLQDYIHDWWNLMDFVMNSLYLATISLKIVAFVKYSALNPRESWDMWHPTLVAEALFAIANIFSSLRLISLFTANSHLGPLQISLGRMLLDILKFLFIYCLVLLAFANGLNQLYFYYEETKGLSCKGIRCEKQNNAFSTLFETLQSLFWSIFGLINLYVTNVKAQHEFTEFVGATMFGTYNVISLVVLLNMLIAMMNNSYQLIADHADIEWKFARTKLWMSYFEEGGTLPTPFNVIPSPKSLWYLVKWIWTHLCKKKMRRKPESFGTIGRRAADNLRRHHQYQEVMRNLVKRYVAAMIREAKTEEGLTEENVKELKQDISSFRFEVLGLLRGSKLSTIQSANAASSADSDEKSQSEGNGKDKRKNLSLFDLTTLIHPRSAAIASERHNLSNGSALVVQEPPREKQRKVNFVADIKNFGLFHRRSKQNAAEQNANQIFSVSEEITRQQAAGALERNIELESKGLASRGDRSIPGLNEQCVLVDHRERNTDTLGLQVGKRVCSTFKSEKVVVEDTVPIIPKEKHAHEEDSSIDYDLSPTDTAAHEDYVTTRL
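Assay system: Stable TRPC4beta/mu-opioid receptor HEK293 cells | Reagent: DAMGO in two steps, submaximal then maximal | Compound dosing: Single concentration per test compound | Signal: Fluo4 Ca2+ flux fluorescence | Evaluation: Per-well B score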
TRPC4 potent: allosterically enhances the mouse TRPC4 cation channel. Q9QUQ5. HEK293 TRPC4beta/mu-opioid, DAMGO EC20, Fluo-4 Ca2+ flux; active compounds read high. B-score at 10 µM. hit rate 0.42% among 310,000. AID 2227;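 active = B-score of calcium response area above 5 SD of library B-scores, with initial fluorescence ratio within 5 SD of library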;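 also: B-score of integrated fluorescence ratio over time as area under calcium response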
SKKanGAS inh: inhibitors of SKKanGAS S. pyogenes growth in kanamycin (SK-promoter or general growth effect); BacTiter-Glo, 6 h; inhibition, % at 7.5 µM; hit rate 1.3% among 300,000;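 active = mean replicate score, as percent of positive control median, at least 50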;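 also: strain carries kanamycin resistance gene driven by streptokinase promoter and grows in 40 µg/ml kanamycin; loss of luminescence reflects streptokinase promoter inhibition or plain growth inhibition; 0% = median of DMSO wells and 100% = positive control at its reference dose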
TRPC4 agonist: TRPC4 (mouse) channel activation. hit rate 0.49% among 310,000. Q9QUQ5. HEK293 TRPC4beta/mu-opioid, Fluo4 calcium fluorescence; active compounds read high. B-score at 10 µM. AID 2237;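 active = B-score above 5 SD of library B-scores, and initial fluorescence ratio not above library mean plus 5 SD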;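 also: positive B-score marks a calcium rise read as TRPC4 activation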
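Assay system: HEK293 stable line with TRPC4beta plus mu-opioid receptor; schedule: 45 min room-temperature Fluo4 loading, 110 s read; technique: kinetic Fluo4 calcium fluorescence; evaluation: integrated baseline-normalised fluorescence ratio, converted to per-well B score; controls: buffer (low) and maximal DAMGO (high)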
TRPC6 activator: activators of mouse TRPC6 channel | Q61143 | HEK293-TRPC6 membrane potential dye fluorescence; active compounds read high | B-score at 10 µM | hit rate 0.13% among 310,000;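 active = B-score of the integrated fluorescence ratio above library mean plus 3 SD, and starting fluorescence ratio within library mean plus 5 SD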;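 also: higher score means more depolarization so channel activation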
MrgX1 ag: human MrgX1 receptor agonism, primary screen. hit rate 0.44% among 310,000. AID 588627. MrgX1-HEK293 cells, Fluo-4 calcium fluorescence, agonist mode; active compounds read high. B-score at 10 µM;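 active = calcium response B-score plate-corrected fluorescence ratio at least 3 library SD, with starting fluorescence B-score inside 5 SD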
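Test system: HEK293 cells stably expressing human MrgX1 receptor; amount: 15,000 cells per well; doses: compound delivered in addition one of three; times: overnight plating before 1 h dye loading; detection: Fluo-4 NW calcium-flux fluorescence, kinetic read; read-out basis: B-scored fluorescence response ratio; controls: positive and negative controls per plate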
ANO1 activ: activates or potentiates the mouse TMEM16A chloride channel; Q8BHY3; HEK293 TMEM16A/YFP-H148Q/I152L, iodide quench fluorescence; active compounds read low; B-score at 10 µM; hit rate 0.3% among 340,000; AID 623877;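 active = fluorescence-ratio B-score plate-corrected deviation score at least 3 library SD below zero, with starting fluorescence score within 5 deviations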;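 also: channel opened by trigger with iodide after compound preincubation; score built on the fluorescence ratio of max minus min over baseline; more negative score means more quench and so TMEM16A activation or potentiation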
MrgX1 antagonist: antagonists of human MrgX1 receptor. MRGX1-HEK293 calcium flux, Fluo-4, BAM8-22 antagonism; active compounds read low. B-score at 10 µM. hit rate 1.3% among 310,000;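 active = calcium-response B-score plate-corrected more than 3 library SD below zero, starting fluorescence within 5 deviations, no agonist response on first addition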;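 also: peak minus trough fluorescence over baseline after final BAM8-22 challenge near maximal dose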
Active calls of the source: *; i = inactive; . = not tested or not shown.

SMILES	ANO1 block	TRPC6 inhibitor	MrgX1 allo act	TRPC4 inh	TRPC4 potent	SKKanGAS inh	TRPC4 agonist	TRPC6 activator	MrgX1 ag	ANO1 activ	MrgX1 antagonist
CN(C)N1C(=O)CC(NNC(=O)c2ccncc2)C1=O (stereo unspecified)	i	i	i	i	i	7	i	i	i	i	i
CC1=NN(C2=NS(=O)(=O)c3ccccc32)C(C)(O)C1 (stereo unspecified)	i	i	i	i	i	-5	i	i	i	i	i
CC1Cc2ccccc2N1S(=O)(=O)c1ccc2c(c1)n(C)c(=O)c(=O)n2C (stereo unspecified)	i	i	i	i	i	3	i	i	i	i	i
CC(=O)OC1COC(N2CCc3cc([N+](=O)[O-])ccc32)C(OC(C)=O)C1OC(C)=O (stereo unspecified)	i	i	i	i	i	5	i	i	i	i	i
Nc1nonc1-n1nnc(C(=O)N/N=C/c2ccc(OCc3ccc(F)cc3)cc2)c1COc1ccccc1	i	i	i	i	i	5	i	i	i	i	i
O=C1S/C(=C/c2ccc(N3CCOCC3)o2)C(=O)N1Cc1ccc(F)cc1	i	i	i	i	i	-1	i	i	46*	i	i
COc1ccc(-c2csc(Nc3ccc(S(N)(=O)=O)cc3)n2)cc1	i	i	i	i	i	-1	i	i	i	i	i
O=[N+]([O-])c1ccc(N(c2ccccc2)c2ccccc2)cc1	i	i	i	i	i	13	i	i	i	i	i
O=C(N/N=C/c1cn(-c2ccccc2)nc1-c1cccnc1)c1ccccc1	i	i	i	i	i	-1	i	i	i	i	i
O=C(CNC(=O)c1cccc(Cl)c1)N/N=C/C=C/c1ccccc1	i	i	i	i	i	-5	i	i	i	i	i
O=C(CC(C(=O)O)c1ccc(Cl)cc1)c1ccccc1 (stereo unspecified)	i	i	i	i	i	-3	i	i	i	i	i
CC(=O)Nc1ccc(NC(=O)COC(=O)CCCc2c[nH]c3ccccc23)cc1	i	i	i	i	i	-4	i	i	i	i	i
O=C(NCc1cccs1)C1CCN(S(=O)(=O)N2CCCC2)CC1	i	i	i	i	i	0	i	i	i	i	i
C=CCNC(=S)NNC(=O)c1cc(-c2cccnc2)nc2ccccc12	i	i	i	i	i	7	i	i	i	i	i
c1ccc(CN=C2Nc3ccccc3CS2)nc1	i	i	i	i	i	-13	i	i	i	i	i
O=C(CN1CCN(S(=O)(=O)c2ccccc2)CC1)NC(=O)NC1CCCCC1	i	i	i	i	i	-2	i	i	i	i	i
O=C(Nc1cccc(F)c1)/C(=C\c1cccnc1)NC(=O)c1ccco1	i	i	i	i	i	5	i	i	i	i	i
O=[N+]([O-])c1ccc(N=Cc2ccc(Br)c([N+](=O)[O-])c2)cc1	i	i	i	i	i	1	i	i	34*	i	i
COC(=O)c1ccccc1C(=O)N1CCCC(CCC(=O)NCc2ccc(F)c(F)c2)C1 (stereo unspecified)	i	i	i	i	i	-1	i	i	i	i	i
CCCCNCCOc1ccccc1-c1ccccc1	i	i	i	-6*	i	-1	i	i	i	i	i
CC(=O)Nc1ccc(S(=O)(=O)N(CC(=O)Nc2cc(C)on2)Cc2ccc(F)cc2)cc1	i	i	i	i	i	-1	i	i	i	i	i
CC(OC(=O)/C=C/c1ccco1)C(=O)Nc1cccc([N+](=O)[O-])c1 (stereo unspecified)	i	i	i	i	i	1	i	i	i	i	i
COc1cc(/C=C(\C#N)C(=O)Nc2ccccc2F)ccc1OCCN1CCOCC1	i	i	i	i	i	2	i	i	i	i	i
O=C(c1ccc(-c2ccccc2)cc1)C1CCCN(C(=O)c2cncs2)C1 (stereo unspecified)	i	i	i	i	i	-6	i	i	i	i	i
O=C(/C=N/O)Nc1ccccc1	i	i	i	i	i	-4	i	i	i	i	i
O=C(Oc1ccccc1OC(=O)N1CCOCC1)N1CCOCC1	i	i	i	i	i	-1	i	i	i	.	i
CCN(CC)S(=O)(=O)c1ccc(C(=O)Nc2ccc(C(F)(F)F)n(C)c2=O)cc1	i	i	i	i	i	3	i	i	i	i	i
O=C(/C=C/c1ccc(Br)o1)NCc1ccccc1	i	i	i	i	i	-5	i	i	i	i	i
Cc1cc(NS(=O)(=O)c2c(C)c(C)cc(C)c2C)no1	i	i	i	i	i	2	i	i	i	i	i
Cc1cc2occ(CC(=O)N(C)CC(=O)Nc3ccccc3Br)c2cc1C	i	i	i	i	i	-9	i	i	i	i	i
COc1cc(NC(=O)CCC(=O)OCCCC(F)(F)C(F)(F)F)nc(OC)n1	i	i	i	i	i	-5	i	i	i	i	i
O=C(c1ccc(-n2cncn2)c([N+](=O)[O-])c1)N1CCN(S(=O)(=O)c2ccc(Br)cc2)CC1	i	i	i	i	i	0	i	i	i	i	i
NC(=S)N1CCCc2ccccc21	i	i	i	i	i	-6	i	i	i	i	i
Cn1c(-c2cnn(-c3ccccc3)c2-n2cccc2)n[nH]c1=S	i	i	i	i	i	4	i	i	i	i	i
Cc1cccc(C)c1NC(=O)C(C)N (stereo unspecified)	i	i	i	i	i	17	i	i	i	.	i
O=C(CN1C(=O)CCC1=O)NC(=O)NC1CCCC1	i	i	i	i	i	-3	i	i	i	i	i
C=CCNC(=S)N/N=C(\C)c1cccnc1	i	i	i	i	i	4	i	i	i	i	i
CC(OC(=O)c1cccc(S(=O)(=O)N2CCCC2)c1)C(=O)NC1CCCCC1C (stereo unspecified)	i	i	i	i	i	4	i	i	i	i	i
Cc1cccc(CCN(C(=O)c2csnn2)C(C(=O)NC2CCCC2)c2ccco2)c1 (stereo unspecified)	i	i	i	i	i	-3	i	i	i	i	i
Cc1ccccc1NCCC(=O)Nc1ccc(Cl)cc1	i	i	i	i	i	3	i	i	i	i	i
Oc1ccc(-c2n[nH]c(=S)n2Cc2ccco2)cc1	i	i	i	i	i	-4	i	i	i	i	i
CCOC(=O)Nc1nnc(/C=C/c2ccc(OC)cc2)s1	i	i	i	i	i	7	i	i	i	i	i
Cc1sc2nc(C(C)C)nc(SCC(=O)NC3CC3)c2c1C	i	i	i	i	i	3	i	i	i	i	i
OCCCNCc1ccc(Cl)cc1Cl	i	i	i	i	i	2	i	i	i	i	i
COc1cc(CNC2CCCC2)cc(Cl)c1OCc1ccc(F)cc1	i	i	i	-7*	i	1	i	i	i	i	i
COc1ccc2nc(Nc3nc(CSc4ccc(C)cc4)cc(=O)[nH]3)nc(C)c2c1	i	i	i	i	i	23	i	i	i	i	i
O=C(CSc1nnc(-c2ccncc2)o1)Nc1ccccc1C(F)(F)F	i	i	i	i	i	-9	i	i	i	i	i
CC1CCCCN1C(=O)COc1ccccc1F (stereo unspecified)	i	i	i	i	i	12	i	i	i	i	i
O=C(Nc1ccc(Cl)cc1)OCc1cc(-c2ccccc2Cl)on1	i	i	i	i	i	-11	i	i	i	i	i
C=CCNC(=O)C1CCN(S(C)(=O)=O)CC1	i	i	i	i	i	20	i	i	i	i	i
Following part
SMILES	ANO1 block	TRPC6 inhibitor	MrgX1 allo act	TRPC4 inh	TRPC4 potent	SKKanGAS inh	TRPC4 agonist	TRPC6 activator	MrgX1 ag	ANO1 activ	MrgX1 antagonist
NC(=O)C1CCN(CC(=O)N2N=CCC2c2ccccc2)CC1 (stereo unspecified)	i	i	i	i	i	3	i	i	i	i	-5.8*
CN(C)c1ccc(C(=O)NCC(c2cccs2)N2CCOCC2)cc1[N+](=O)[O-] (stereo unspecified)	i	i	i	i	i	-15	i	i	i	i	i
Cc1cccc(NC(=S)N/N=C/C(C)c2ccccc2)c1C (stereo unspecified)	i	i	i	i	i	10	i	i	i	i	i
Cc1ccccc1-c1nc(CSc2nc3c(c(=O)[nH]2)CCC3)c(C)o1	i	i	i	i	i	-13	i	i	i	i	i
COc1ccc(OC)c(N(C)S(=O)(=O)c2ccc3c(c2)N(C(C)=O)CCO3)c1	i	i	i	i	i	0	i	i	i	i	i
Cc1cc(-c2csc3ncnc(N4CCN(C)CC4)c23)cc(C)c1C	i	i	i	-7*	i	5	i	i	i	i	-4.9*
Cc1ccc(C)c(N2N=C(C(=O)Nc3ccc(S(=O)(=O)N4CCCC4)cc3)CCC2=O)c1	i	i	i	i	i	6	i	i	i	i	i
COc1ccc(/C=N/NC(=O)CCc2ccccc2)cc1O	i	i	i	i	i	-1	i	i	i	i	i
O=C1C(c2ccc(F)cc2)N(Cc2ccc3c(c2)OCO3)C(=O)CN1C1CCCCC1 (stereo unspecified)	i	i	i	i	i	7	i	i	i	i	i
O=c1c2ccccc2[nH]c2ccccc12	i	i	i	i	i	2	i	i	i	i	i
COc1ccc(OC)c(C(C)NC(=O)c2ccc(Br)cc2)c1 (stereo unspecified)	i	i	i	i	i	-17	i	i	i	i	i
COc1ccccc1OCCn1c(SCC(=O)O)nc2ccccc21	i	i	i	i	i	5	i	i	i	i	i
CCCCCCSc1ccc([C@@H]2[C@@H]3C(=O)N(CC)C(=O)[C@@H]3[C@]3(C(=O)OC)CCCCN23)cc1OC	i	.	i	.	.	.	.	.	i	i	i
CC(C)(C)SCCNC(=O)COc1ccccc1	i	i	i	i	i	-1	i	i	i	i	i
CC12CCC(=O)N1C(C(=O)Nc1ccc(Cl)c(S(=O)(=O)N3CCCCC3)c1)CS2 (stereo unspecified)	i	i	i	i	i	28	i	i	i	i	i
O=C(O)CSc1nnc(C2CC2)n1-c1ccccc1	i	i	i	i	i	-8	i	i	i	i	i
Cc1ccc(S(=O)(=O)c2nnn3c2nc(Nc2cccc(C)c2)c2ccccc23)cc1	i	i	i	i	i	-2	i	i	i	i	i
COC(=O)c1cc(OC)c(OC)cc1NC(=O)CSc1nnc(-c2cccnc2)n1C	i	i	i	i	i	-2	i	i	i	i	i
O=C(COc1ccccc1C(=O)Nc1ccccc1)c1ccc(F)cc1	i	i	i	i	i	-13	i	i	i	i	i

2 records drawn at random from those above, as already listed:
SMILES	ANO1 block	TRPC6 inhibitor	MrgX1 allo act	TRPC4 inh	TRPC4 potent	SKKanGAS inh	TRPC4 agonist	TRPC6 activator	MrgX1 ag	ANO1 activ	MrgX1 antagonist
CC(C)(C)SCCNC(=O)COc1ccccc1	i	i	i	i	i	-1	i	i	i	i	i
COC(=O)c1cc(OC)c(OC)cc1NC(=O)CSc1nnc(-c2cccnc2)n1C	i	i	i	i	i	-2	i	i	i	i	i
